High-throughput results as filed in PubChem.
FBW7 activator: human FBW7 E3 ligase activation, primary screen; Q969H0; AlphaScreen FBW7–phospho-cyclin E peptide binding, activator screen; normalized activity (activation), % at 26.1 µM; actives 0.13% (n = 650,000); in the data active = normalized activity above about 1.9%;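 note: purified mutant Fbw7 with reduced substrate affinity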
TEAD-YAP block: TEAD-YAP interaction inhibition. HEK-TIYL cells, TEAD-Gal4/YAP UAS-luciferase luminescence. inhibition, % at 9.12 µM. actives 1.4% (n = 640,000); in the data active = inhibition above about 32%;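 note: 0% = median of test compound wells and 100% = reference inhibitor wells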
GPR151 activ: activates the human receptor GPR151; Q8TDV0; PathHunter beta-arrestin GPR151 cells, luminescence; activation, % at 11.2 µM; actives 1% (n = 650,000); AID 1508602; in the data active = activation above about 4.9%;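 note: 0% = median of compound wells and 100% = cells with positive control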
Target sequence (Q8TDV0 whole entry, looked up): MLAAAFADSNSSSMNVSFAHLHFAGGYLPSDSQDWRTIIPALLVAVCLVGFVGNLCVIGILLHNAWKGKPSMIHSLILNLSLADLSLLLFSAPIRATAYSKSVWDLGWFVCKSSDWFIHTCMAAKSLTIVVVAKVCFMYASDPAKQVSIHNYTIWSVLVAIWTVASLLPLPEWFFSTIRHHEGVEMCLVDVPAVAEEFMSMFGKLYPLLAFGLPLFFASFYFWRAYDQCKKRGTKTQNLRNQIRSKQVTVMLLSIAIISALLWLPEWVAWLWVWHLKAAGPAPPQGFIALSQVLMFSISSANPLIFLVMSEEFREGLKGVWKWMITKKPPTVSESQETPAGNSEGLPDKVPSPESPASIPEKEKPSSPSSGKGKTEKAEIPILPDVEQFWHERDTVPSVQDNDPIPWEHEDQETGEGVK
MITF primary: human MITF inhibition, primary screen; AlphaScreen MITF homodimerization, bead proximity signal; inhibition, % at 2.6 µM; actives 0.91% (n = 650,000); AID 1259374; in the data active = inhibition above about 50%;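 note: 0% = vehicle wells with protein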
Target sequence (O75030 whole entry, looked up): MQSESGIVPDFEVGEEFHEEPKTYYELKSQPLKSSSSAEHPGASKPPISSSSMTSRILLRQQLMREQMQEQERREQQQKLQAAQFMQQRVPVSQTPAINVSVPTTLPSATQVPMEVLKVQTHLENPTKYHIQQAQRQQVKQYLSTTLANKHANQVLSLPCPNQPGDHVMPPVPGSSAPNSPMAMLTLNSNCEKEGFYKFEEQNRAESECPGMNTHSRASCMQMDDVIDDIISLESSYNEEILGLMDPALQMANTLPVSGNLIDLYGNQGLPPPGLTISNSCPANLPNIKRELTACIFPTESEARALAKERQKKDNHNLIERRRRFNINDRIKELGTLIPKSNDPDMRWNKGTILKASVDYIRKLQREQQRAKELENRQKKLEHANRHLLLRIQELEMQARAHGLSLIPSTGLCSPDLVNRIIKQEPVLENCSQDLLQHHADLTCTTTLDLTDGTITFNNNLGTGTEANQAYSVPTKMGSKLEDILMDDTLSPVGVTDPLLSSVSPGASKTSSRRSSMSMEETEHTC
* = called active by the depositor.

SMILES | FBW7 activator | TEAD-YAP block | GPR151 activ | MITF primary
CN(C)S(=O)(=O)c1ccc2c(c1)c(=O)c(C(=O)NC1CCCCCC1)cn2C | 0.0 | -3 | -0.6 | 2
Cc1cccc(NS(=O)(=O)c2cc3c(cc2C)NC(=O)CO3)c1 | 0.0 | 7 | 0.2 | 11
CCOC(=O)c1c(NC(=S)NC(=O)c2cccc(F)c2)sc2c1CCCC2 | -0.1 | -7 | 2.7 | -2
O=C1NCCn2ccc(=O)cc21 | 0.0 | 2 | 1.1 | 5
OCCCc1nc2n(n1)C(c1cccc(Br)c1)C=C(c1ccccc1)N2 (stereo not drawn) | -0.1 | -6 | -0.7 | 13
O=C1C(=O)N(c2cccnc2)C(c2ccccc2[N+](=O)[O-])/C1=C(/O)c1ccccc1 (stereo not drawn) | 0.0 | 1 | 0.5 | -2
CC(=O)Nc1ccc2c(c1)nc(CCNC(=O)c1ccco1)n2C | 0.1 | 4 | 2.4 | -2
CC(=O)Nc1ccc(/C(C)=N/NC(=O)c2ccc(CN3CCc4ccccc4C3)cc2)cc1 | 0.1 | 11 | 0.4 | 0
COc1ccccc1NC(=O)N1CCN(c2cc(C)ccc2C)CC1 | 0.2 | -8 | -0.7 | 11
COc1ccc(C(=O)N2CCCc3ccccc32)cc1 | 0.0 | -10 | -1.1 | -1
CCCc1ccc(OCC(=O)Nc2sc3c(c2C(N)=O)CCC3)cc1 | -0.3 | -7 | 1.4 | 1
Cc1cnn(C(=O)c2ccccc2[N+](=O)[O-])c1 | -0.2 | -9 | -0.1 | 9
COCc1ccc(CN2CCN(Cc3ccc(OC)cc3F)C(CCO)C2)o1 (stereo not drawn) | 0.1 | 6 | -1.2 | -1
CC(=O)NC1C(OC(C)=O)OC(COC(C)=O)C(OC(C)=O)C1OC(C)=O (stereo not drawn) | -0.1 | -7 | 0.6 | -4
Cc1ccc2c(c1)c(=O)c1ccccc1n2CCCC(=O)Nc1ccccc1Cl | -0.1 | 2 | 0.3 | -1
COc1nnc(-c2ccc(C)c(S(=O)(=O)NC(C)c3ccccc3)c2)c2ccccc12 (stereo not drawn) | -0.1 | -8 | 0.7 | 0
CCOC(=O)c1cc([N+](=O)[O-])sc1NC(=O)c1ccc([N+](=O)[O-])o1 | 0.0 | 1 | 0.7 | 13
O=C(COc1cccc(Br)c1)Nc1ccc2c(c1)OCO2 | 0.0 | -27 | -0.1 | 3
CCOc1ccccc1NC(=O)c1c(NCc2cc(OC)c(OC)cc2OC)sc2c1CCC2 | 0.0 | 9 | 0.5 | 8
COc1cc(OC)cc(C(=O)Nc2cccc3c2C(=O)N(c2ccccc2)C3=O)c1 | 0.1 | 1 | -0.6 | 2
CCOC(=O)C1=C(C)OC(N)=C(C#N)C1c1ccc(Cl)cc1 (stereo not drawn) | -0.1 | -12 | -1.2 | -3
COc1ccc(S(=O)(=O)N(CC(=O)NCC(C)C)c2ccc(C)cc2)cc1OC | 0.2 | -11 | 0.9 | -10
CCOc1ccc(C2C(C(=O)Nc3cc(C)on3)c3ccccc3C(=O)N2CCN2CCOCC2)cc1 (stereo not drawn) | 0.5 | 5 | 1.0 | 19
Cn1c(=O)c([N+](=O)[O-])c(Sc2ccccc2)c2ccccc21 | -0.1 | 16 | -1.8 | 5
CCC(c1nnnn1C(C)C)N1CCN(C2CCCC2)CC1 (stereo not drawn) | -0.1 | -19 | -0.6 | 25
CC(C)c1cc(-c2nc(-c3ccc(Cl)cc3)no2)n[nH]1 | 0.3 | -85 | -0.3 | 1
CCOc1ccccc1NS(=O)(=O)c1ccc2c(c1)OCCN2C | -0.1 | -9 | -1.0 | -3
CC(C)CC1(C)NC(=O)N(Cc2nnc(-c3ccccc3Br)o2)C1=O (stereo not drawn) | 0.1 | -7 | 7.0* | 3
CC(CP(=O)(O)O)NC(=O)Cc1ccccc1 (stereo not drawn) | -0.1 | 6 | 1.9 | 10
N#C/C(=C/c1cccc(O)c1)C(=O)Nc1cccc(Br)c1 | 0.0 | -16 | 0.3 | 6
COc1ccc(CC2(CCC(=O)N(C)CC3COCCO3)CCC(=O)N2)c(F)c1 (stereo not drawn) | 0.3 | -2 | 2.2 | 8
O=C(CNC(=S)N(CCCN1CCOCC1)Cc1cccs1)NCc1ccccc1 | 0.0 | 7 | -0.9 | -4
COc1ccccc1Nc1nc(N2CCCC2)nc(N2CCCC2)n1 | 0.0 | -3 | 1.3 | -1
O=C(NCc1ccccc1)c1ccc(N2C(=O)c3ccccc3C2=O)cc1 | 0.4 | 5 | 0.5 | 7
O=C(O)c1cc(C(=O)O)c(-c2ccccc2)c(C(=O)O)c1 | 0.0 | -1 | 0.0 | -2
CC(=O)Nc1ccc(NC(=O)CCC(=O)c2ccc(C)cc2)cc1 | 0.3 | 1 | 0.2 | 8

Compound profiles, as listed above. Screens in order: FBW7 activator | TEAD-YAP block | GPR151 activ | MITF primary
CCOC(=O)c1c(NC(=S)NC(=O)c2cccc(F)c2)sc2c1CCCC2 in the list: -0.1 | -7 | 2.7 | -2
COc1nnc(-c2ccc(C)c(S(=O)(=O)NC(C)c3ccccc3)c2)c2ccccc12 (stereo not drawn) in the list: -0.1 | -8 | 0.7 | 0
OCCCc1nc2n(n1)C(c1cccc(Br)c1)C=C(c1ccccc1)N2 (stereo not drawn) in the list: -0.1 | -6 | -0.7 | 13
CCOc1ccccc1NC(=O)c1c(NCc2cc(OC)c(OC)cc2OC)sc2c1CCC2 in the list: 0.0 | 9 | 0.5 | 8

Gathered by group: the entries above containing fluorine
SMILES | FBW7 activator | TEAD-YAP block | GPR151 activ | MITF primary
CCOC(=O)c1c(NC(=S)NC(=O)c2cccc(F)c2)sc2c1CCCC2 | -0.1 | -7 | 2.7 | -2
COCc1ccc(CN2CCN(Cc3ccc(OC)cc3F)C(CCO)C2)o1 (stereo not drawn) | 0.1 | 6 | -1.2 | -1
COc1ccc(CC2(CCC(=O)N(C)CC3COCCO3)CCC(=O)N2)c(F)c1 (stereo not drawn) | 0.3 | -2 | 2.2 | 8

Later entries.
SMILES | FBW7 activator | TEAD-YAP block | GPR151 activ | MITF primary
Cc1ccc2c(CNCc3ccc(OC(C)C)cc3)c(C(=O)O)n(Cc3ccccc3)c2c1 | -0.3 | -4 | 1.4 | -6
COc1cccc(-c2csc3ncc(C(=O)NCC(F)(F)F)c(=O)n23)c1 | 0.3 | -7 | 0.1 | 3
Nc1ncnc(N2CCN(C(c3ccccc3)c3ccccc3)CC2)c1[N+](=O)[O-] | 0.4 | -1 | -0.4 | 18
Cc1cc(-c2cnc(C)nc2C2CCN(C(=O)c3cnsc3)CC2)on1 | 0.8 | -4 | 0.4 | 22
O=C(Nc1ccccc1N1CCCCC1)c1ccc(Br)o1 | -0.1 | -3 | -0.3 | -17
NC(=O)c1oc2ccccc2c1NC(=O)c1ccc(N2C(=O)CCC2=O)cc1 | -0.1 | 6 | -1.6 | -3
CC(=O)c1cc2c(cc1N/C(=N/S(=O)(=O)c1ccc(F)cc1)c1ccccc1)OCO2 | 0.1 | -2 | 0.0 | -23
CC(C)CCN(C(=O)Nc1ccccc1)C(C)c1ccco1 (stereo not drawn) | 0.1 | 1 | -0.1 | 18
Cc1cnc(CN2CCOc3ccc(CN4CCc5ccccc5C4)cc3C2)[nH]1 | 0.8 | 7 | -1.1 | 8
COc1cc(C2C(C#N)=C(N)Oc3n[nH]c(C)c32)cc(Br)c1OCc1ccc(F)cc1 (stereo not drawn) | -0.2 | -4 | 0.1 | -7
CCn1nc(C(=O)Nc2nc3ccccc3[nH]2)c2ccccc2c1=O | 0.0 | 8 | 0.3 | 4
Cn1c(SCC(N)=O)nc2c(c1=O)SCC2 | 0.0 | -5 | 1.0 | 5
COc1ccc(NC(=S)NNC(=O)CNc2ccc(Cl)cc2)cc1 | 0.0 | 8 | 0.3 | 9
Cn1c2ccccc2n2c(=O)n(CC(=O)Nc3ccccc3F)nc12 | 1.1 | 8 | -0.9 | 0
CC1=C(C(=O)Nc2ccc(C)c(Cl)c2)C(c2ccc(F)cc2)NC(=O)N1 (stereo not drawn) | 0.1 | 9 | 0.5 | 12
CC1CCCN(C(=O)Nc2ccc(NC(=O)N3CCCC(C)C3C)cc2)C1C (stereo not drawn) | 0.9 | 17 | 0.2 | -29
Cc1cccc(C)c1OCC(=O)Nc1cccc(C(F)(F)F)c1 | 0.1 | 3 | 0.6 | 2
Cc1ccc2oc(-c3cccc(NC(=S)NC(=O)c4cncc(Br)c4)c3)nc2c1 | 0.2 | -50 | -1.1 | 12
CN(Cc1ccc(OC(F)F)cc1)C(=O)c1ccc(=O)[nH]c1 | 0.1 | 3 | 0.1 | -5
CC(=O)Oc1ccc(-c2cccc(C(=O)NCCO)c2)cc1 | 0.1 | -7 | 1.2 | 16
CSc1ncc(Cl)c(C(=O)C(C#N)c2nc3ccc(C)cc3c(=O)[nH]2)n1 (stereo not drawn) | 0.0 | -2 | 0.0 | -5
C=CCN(c1ccc(C(=O)O)cc1)S(=O)(=O)c1ccc(NC(=O)OC)cc1 | -0.2 | -4 | 1.1 | -3
Cc1cc2c(s1)c1cnn(CC(=O)NC(C)(C)C)c(=O)c1n2C | 0.0 | -8 | 0.6 | 11
Cc1ccc(-c2csc(C3=C(O)CN(c4ccc(CC(=O)O)cc4)C3=N)n2)cc1 | 0.2 | -10 | 3.7 | 11
COc1ccc(NC(=O)CSc2nc(-c3ccccc3)cc(-c3ccc(OC)cc3)c2C#N)cc1 | -0.1 | 8 | 1.2 | 1
CCC(=O)Oc1cc(C=O)ccc1OC | 0.1 | -2 | 2.1 | -17
CCCOc1ccc(-c2nc(Oc3ccc(Cl)cc3)c3ccccc3n2)cc1 | 0.2 | 5 | 1.1 | 5
c1ccc(-c2ccccc2OCCN2CCOCC2)cc1 | -0.1 | -2 | 0.7 | 78*
CN(C)CCOc1ccc(-c2ccccc2)cn1 | 0.1 | -36 | -0.6 | -2
Cn1c2ccccc2c2nnc(NCCCN3CCOCC3)nc21 | 0.6 | 4 | 1.7 | 20
CCN1CCN(C(=O)C2CC(=O)N(CCc3ccc(C)cc3)C2)CC1 (stereo not drawn) | 0.2 | -10 | -1.3 | -17
CCN1CCC(N(Cc2cccc(OC)c2)C(=O)Nc2ccccc2OC)CC1 | 0.5 | 1 | 2.2 | 16
N#C/C(=C/c1ccc(OCC(=O)O)cc1)C(=O)Nc1ccc(Cl)cc1 | -0.1 | -6 | 0.8 | -2
CCCC(=O)Oc1ccc(N(C(=O)CCC)S(=O)(=O)c2ccccc2)cc1Cl | -0.2 | -16 | 0.5 | -2
COc1cc(C(=O)NCCc2ccc(F)cc2)c([N+](=O)[O-])cc1OC | 0.0 | -1 | 2.4 | 13
CC(C)(C)NC(=O)C(c1ccco1)N(C(=O)c1csnn1)c1ccc(Cl)cc1 (stereo not drawn) | 0.2 | -12 | -0.4 | 2
O=C(Nc1nnc(C(F)(F)F)s1)c1csc2c1CCCC2 | 0.1 | 3 | 0.9 | -2
CN(C)C1CCN(C(=O)c2cccc(OC3CCN(C(=O)C4CC4)CC3)c2)C1 (stereo not drawn) | -0.1 | -4 | -1.0 | 8
COc1ccc(N2CC(O)(c3ccccc3)[N+]3=C2CCCCC3)cc1 (stereo not drawn) | 0.1 | -4 | 0.7 | -1
CCNC(=S)N1CCN(S(=O)(=O)c2ccc(C)cc2)CC1 | 0.0 | -4 | 0.6 | 12
CC(C)C(=O)N1CCCc2ccc(NC(=O)Nc3ccc(F)cc3)cc21 | 0.8 | 10 | -1.4 | 0
COc1ccccc1N1CCN(Cc2ccc(OC)c(C)c2OC)CC1 | -0.1 | 4 | 0.1 | 31
Cc1ccccc1-n1c(=S)sc2c1nc(SCc1ccccc1Cl)n1c3ccccc3nc21 | 0.1 | -17 | 1.1 | -7
COc1cccc(C2C(C(C)=O)=C(O)C(=O)N2CC(OC)OC)c1 (stereo not drawn) | 0.1 | 3 | 0.1 | 19
Nc1c(C(=O)c2cccs2)oc2ccccc12 | 0.0 | -26 | 2.8 | -3
COc1ccc(C2CC(c3cccs3)=NN2C(=O)CSc2nnc(CNC(=O)c3ccc([N+](=O)[O-])cc3)n2Cc2ccccc2)cc1 (stereo not drawn) | 0.3 | 7 | -0.4 | 3
COc1ccc(NC(=O)CC2C(=O)N(C)C(=S)N2CCNC(C)=O)cc1 (stereo not drawn) | 0.1 | 0 | 3.1 | -10
Cc1c(C(=O)Nc2ccc(Oc3ccc(Cl)cc3)cc2)sc2ncn(Cc3ccccc3Cl)c(=O)c12 | 0.3 | -2 | 0.4 | 0
CCOc1ccc(-n2c(CNC(=O)c3ccco3)nnc2SCC(=O)Nc2nc3ccccc3s2)cc1 | -0.1 | -14 | 0.5 | -11
CC(C)(C)N(Cc1ccccc1)C(=O)CSc1nnnn1-c1ccc(O)cc1 | 0.1 | -6 | 0.3 | -1
CC1=C(C(=O)OC(C)C)C(c2ccccc2OC(C)C)C2=C(CC(c3ccc(Cl)cc3)CC2=O)N1 (stereo not drawn) | -0.1 | -1 | -1.3 | -8
Cc1cc(Cl)cc(Br)c1OCCON1C(=O)CCC1=O | 0.0 | 3 | -0.4 | 0
CCC(=O)N1c2ccccc2-c2nnc(SC)nc2OC1c1ccc(OC)c(OC)c1OC (stereo not drawn) | 0.1 | 5 | 0.9 | 4
